Bioassay records as filed in PubChem BioAssay.
SIRT5 block – inhibitors of human sirtuin-5 desuccinylase. AID 652115. Purified SirT5, succinyl-peptide AMC, trypsin-coupled fluorescence. 1.1% of 330,000 active. inhibition, % at 15 µM; in the data active means inhibition above about 15%
Target sequence (Q9NXA8 whole entry, looked up): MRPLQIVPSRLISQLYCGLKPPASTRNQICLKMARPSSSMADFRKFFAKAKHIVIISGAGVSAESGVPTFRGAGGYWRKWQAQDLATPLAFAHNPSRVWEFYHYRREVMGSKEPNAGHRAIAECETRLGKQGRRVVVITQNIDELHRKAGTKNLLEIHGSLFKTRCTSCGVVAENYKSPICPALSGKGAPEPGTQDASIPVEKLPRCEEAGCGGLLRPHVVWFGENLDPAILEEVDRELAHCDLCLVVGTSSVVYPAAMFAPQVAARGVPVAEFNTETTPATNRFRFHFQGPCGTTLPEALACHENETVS
ARNT-TACC3 inh – disruptors of human ARNT/TACC3 interaction | AlphaScreen His-ARNT PAS-B/GST-TACC3 binding, luminescence; TACC3 fragment carries E629A point mutation | inhibition, % at 9.99 µM | Q9Y6A5 | 0.66% of 390,000 active;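 active means mean inhibition of replicates at least 50% and at least half of replicates each reaching 50%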;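 further: 0% = complete ARNT plus TACC3 wells and 100% = ARNT alone without TACC3; many hits fall short of the cut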
DENV2 CPE – DENV2-induced cell death inhibition; DENV2-infected cells, cytopathic effect rescue, plate reader; CPE inhibition, % at 9.99 µM; 1.7% of 350,000 active; in the data active means CPE inhibition above about 20%, passing the limit was not always enough; tested in BHK-21 cells;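 further: 0% = median of neutral control wells and 100% = median of positive control wells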
Casp6 inh – inhibitors of human caspase-6. P55212. purified caspase-6, Z-VEID-R110 cleavage fluorescence. inhibition, % at 12.5 µM. 0.53% of 350,000 active. AID 686996;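 active means mean inhibition across replicates at least about 35%, with every replicate also reaching that limit, limit read from the data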;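 further: 0% = median of neutral control wells and 100% = no fluorescence left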
Target sequence (P55212 24-179 limits assumed): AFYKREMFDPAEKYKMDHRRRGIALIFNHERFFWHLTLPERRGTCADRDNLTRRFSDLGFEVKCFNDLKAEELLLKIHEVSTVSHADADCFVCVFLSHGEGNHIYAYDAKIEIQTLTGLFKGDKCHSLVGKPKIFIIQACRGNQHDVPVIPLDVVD
Target sequence (P55212 194-293 limits assumed): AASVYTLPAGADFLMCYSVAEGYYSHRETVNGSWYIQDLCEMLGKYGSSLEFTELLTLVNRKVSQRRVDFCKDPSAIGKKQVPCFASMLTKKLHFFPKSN
EWS-Fli block – EWS/Fli transcriptional activity inhibition | AID 651661 | 0.67% of 350,000 active | inhibition, % at 12.6 µM | A673 NR0B1-luciferase reporter, viability-normalised;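 active means mean inhibition of at least 50% after viability correction, with every replicate also passing that limit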;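 further: firefly luciferase signal divided by Alamar Blue viability fluorescence both relative to DMSO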
LGR2 antag – blocks bursicon-induced cAMP signaling via Drosophila LGR2 | inhibition, % at 9.99 µM | 0.35% of 380,000 active | HEK293 LGR2, CRE-luciferase, bursicon-stimulated, 4 h;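 active means drop in luminescence signal, shown as inhibition above about 50% in the replicate tests, limit read from the data, passing the limit was not always enough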;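 further: agonist challenge used bursicon conditioned medium at about half maximal strength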
PAX8 reporter – lowers PAX8-driven luciferase in RMG-I cells; AID 652154; 1.2% of 360,000 active; inhibition, % at 12.6 µM; RMG-I TPO-luciferase reporter, SteadyGlo, 24 h;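 active means mean replicate inhibition at least 60% with every replicate also reaching 60%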;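 further: luciferase light reporting Pax8 driven TPO promoter activity; plate controls were median of neutral control wells for no effect and mitoxantrone controls for full effect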
Starred values were filed as active, the others as inactive; . = not tested or not shown; & = joins results of further samples. Compounds were not picked by outcome, and some 4.9% of all compounds hit somewhere here.

[1] CC(C)(C)NC(=O)CSc1nc(N)c(-c2ccccc2)c(=O)[nH]1
[2] CCOc1ccc(-n2c(SCC(=O)Nc3ccc(Br)cc3)nc3n[nH]c(C)c3c2=N)cc1
[3] CNC[C@H]1Oc2c(NC(=O)Nc3ccc(F)cc3)cccc2C(=O)N([C@H](C)CO)C[C@@H]1C
[4] COC(=O)Cc1ccc(NC(=S)N2CCN(CCO)CC2)cc1
[5] C[C@H](CO)N1C[C@H](C)[C@H](CN(C)Cc2cccc(F)c2)Oc2ncc(C3=CCCCC3)cc2C1=O
[6] CC(=O)Nc1ccc2c(c1)C(=O)N(C)[C@H]1CC[C@H](CC(=O)N3CCc4ccccc4C3)O[C@@H]1CO2
[7] C[C@H](CO)N1C[C@H](C)[C@H](CN(C)C(=O)Nc2ccccc2)Oc2c(NC(=O)c3ccc(-c4nccs4)cc3)cccc2C1=O
[8] CCn1cc(C(=O)N[C@H](C(=O)NCCCN2CCOCC2)C(C)C)c(=O)c2cc3c(cc21)OCO3
compound no. | 1 | 2 | 3 | 4 | 5 | 6 | 7 | 8
EWS-Fli block | 5 | 2 | -9 | 0 | -4 | 6 | -3 | .
ARNT-TACC3 inh | -5 | . | -4 | -10 | . | 5 | -7 | 3
PAX8 reporter | -4 | 15 | 0 | -14 | 3 | -2 | . | -2
SIRT5 block | -5 | -4 | -4 | 0 | . | . | 6 | -1
Casp6 inh | 0 | -3 | 3 | -3 | 0 | . | -4 | 2
DENV2 CPE | 3 | 7 | 0 | -5 | 23* | -1 | 11 | 9
LGR2 antag | 2 | 9 | -3 | -15 | -9 | 3 | -21 | 4

[9] CCN1CCN(C(=O)CCn2c(=O)c3cccn3c3cccnc32)CC1
[10] COc1ccc(C(=O)OCC(=O)Nc2cccc(S(=O)(=O)N3CCCCCC3)c2)cc1[N+](=O)[O-]
[11] CCCNC(=O)CSc1nc2ccccc2c(=O)n1CCC
[12] NS(=O)(=O)c1ccc(CNC(=O)c2cc(=O)c3ccccc3o2)cc1
[13] COc1ccccc1CNC(=O)CCCNC(=O)Cn1cnc2sc(C)c(C)c2c1=O
[14] COc1ccc(C(=O)c2cc([N+](=O)[O-])ccc2N2CCOCC2)cc1
[15] CC(=O)N(CCC1(C(C)C)CCOC(C)(C)C1)C(C)c1cccs1 (centres undefined)
[16] CCN1CC(=O)N2[C@H](C1)[C@@H](c1ccc(-c3ccccc3F)cc1)[C@@H]2CO
compound no. | 9 | 10 | 11 | 12 | 13 | 14 | 15 | 16
EWS-Fli block | . | 6 | 7 | 11 | -7 | 48 | -4 | 0
ARNT-TACC3 inh | -1 | -5 | -10 | -11 | -7 | 8 | 0 | .
PAX8 reporter | 10 | 15 | 5 | -5 | -13 | 105* | 13 | 1
SIRT5 block | -2 | 0 | 0 | -3 | -1 | 3 | 0 | -1
Casp6 inh | 5 | -5 | -2 | -3 | -1 | -3 | 2 | -2
DENV2 CPE | 2 | 3 | 13 | 4 | 4 | -8 | 3 | -7
LGR2 antag | 0 | 8 | . | -28 | -9 | 4 | 3 | 2

Compound profiles, as listed above:
Results for `CCCNC(=O)CSc1nc2ccccc2c(=O)n1CCC` → EWS-Fli block = 7; ARNT-TACC3 inh = -10; PAX8 reporter = 5; SIRT5 block = 0; Casp6 inh = -2; DENV2 CPE = 13; LGR2 antag = .
Results for `COc1ccccc1CNC(=O)CCCNC(=O)Cn1cnc2sc(C)c(C)c2c1=O` → EWS-Fli block = -7; ARNT-TACC3 inh = -7; PAX8 reporter = -13; SIRT5 block = -1; Casp6 inh = -1; DENV2 CPE = 4; LGR2 antag = -9

Next compounds follow.
[17] C[C@@H]1CN([C@H](C)CO)C(=O)c2cc(NC(=O)Nc3ccc(C(F)(F)F)cc3)ccc2O[C@@H]1CN(C)S(=O)(=O)c1ccc(Cl)cc1
[18] O=C(C[C@H]1CC[C@@H]2[C@H](COC[C@H](O)CN2C(=O)c2cccnc2)O1)NCc1ccc(-c2ccccc2)cc1
[19] COc1ccc(S(=O)(=O)N(C)C[C@@H]2OCCCC[C@@H](C)Oc3ccc(NS(=O)(=O)c4cn(C)cn4)cc3C(=O)N([C@H](C)CO)C[C@H]2C)cc1
[20] CC1CCN(C(=O)C(Cc2ccccc2)NS(=O)(=O)c2ccc3c(c2)oc(=O)n3C)CC1 (centres undefined)
[21] CC(C)n1nccc1NC(=O)COC(=O)c1ccc(NC(N)=O)cc1
[22] CCNC(=O)C[C@@H]1CC[C@@H]2[C@@H](COc3ccc(NC(=O)Nc4ccc(C)cc4)cc3C(=O)N2C)O1
[23] Cc1cc(C)cc(NS(=O)(=O)c2ccc(F)cc2)c1
[24] CC(C)N(C[C@H]1[C@@H](c2ccccc2)[C@H](CO)N1S(C)(=O)=O)C(=O)CN(C)C
compound no. | 17 | 18 | 19 | 20 | 21 | 22 | 23 | 24
EWS-Fli block | 4 | 5 | . | -1 | 8 | 0 | -20 | -3
ARNT-TACC3 inh | -5 | 1 | 3 | -1 | 1 | 2 | 1 | -3
PAX8 reporter | . | 5 | -10 | -7 | 16 | -16 | 18 | 6
SIRT5 block | 6 | 2 | 3 | -2 | 1 | -3 | 3 | -1
Casp6 inh | 0 | -2 | 1 | -3 | -3 | 1 | 0 | 1
DENV2 CPE | 13 | 3 | -2 | -6 | -7 | 12 | 7 | 6
LGR2 antag | 17 | -15 | -1 | -6 | 17 | -2 | 23 | -9

[25] COCC#Cc1ccc([C@H]2[C@@H](CO)N3CCCCN(C(=O)CN(C)C)C[C@H]23)cc1
[26] COc1cccc(S(=O)(=O)N(C)C[C@H]2Oc3ncc(Br)cc3C(=O)N([C@H](C)CO)C[C@H]2C)c1
[27] C[C@@H]1CN([C@H](C)CO)C(=O)c2cc(NS(=O)(=O)c3ccc(Cl)cc3)ccc2O[C@@H](C)CCCCO[C@@H]1CN(C)Cc1ccncc1
[28] N#CCCN=C(NS(=O)(=O)c1ccccc1)c1ccccc1
[29] COc1ccc(-c2csc(NC(=O)Nc3ccccc3)n2)cc1
[30] CC(=O)c1ccc(OCCCC(=O)N2CCN(S(=O)(=O)c3cc(C)ccc3C)CC2)cc1
[31] O=[N+]([O-])c1ccc2c(c1)nc1n2CCN(c2ccccc2)C1
[32] O=S(=O)(c1ccccc1)N(Cc1ccccn1)Cc1ccccn1
compound no. | 25 | 26 | 27 | 28 | 29 | 30 | 31 | 32
EWS-Fli block | -12 | -6&3 | 6 | 0 | -6 | 2 | -44 | -7
ARNT-TACC3 inh | 3 | -1 | -2 | -1 | -1 | . | -2 | 17
PAX8 reporter | -7 | -1 | 8 | -7 | -4 | 9 | -34 | -2
SIRT5 block | . | -1&-7 | 7 | -2 | -4 | -3 | 0 | -2
Casp6 inh | . | 5&-5 | 0 | -1 | 4 | -2 | -2 | 0
DENV2 CPE | . | -7&5 | -1 | -4 | 10 | 7 | . | 10
LGR2 antag | -1 | -6&-9 | 4 | 18 | -19 | 14 | -34 | -7

Pulled by structure from the entries so far:
[23] Cc1cc(C)cc(NS(=O)(=O)c2ccc(F)cc2)c1
[4] COC(=O)Cc1ccc(NC(=S)N2CCN(CCO)CC2)cc1
[7] C[C@H](CO)N1C[C@H](C)[C@H](CN(C)C(=O)Nc2ccccc2)Oc2c(NC(=O)c3ccc(-c4nccs4)cc3)cccc2C1=O
compound no. | 23 | 4 | 7
EWS-Fli block | -20 | 0 | -3
ARNT-TACC3 inh | 1 | -10 | -7
PAX8 reporter | 18 | -14 | .
SIRT5 block | 3 | 0 | 6
Casp6 inh | 0 | -3 | -4
DENV2 CPE | 7 | -5 | 11
LGR2 antag | 23 | -15 | -21

Following part:
[33] CN1CCN(c2ccc(C(CC(N)=O)NC(=O)Cc3cccc4ccccc34)cc2[N+](=O)[O-])CC1 (centres undefined)
[34] CCc1ccc(CN(C)Cc2nc(-c3cccc(Cl)c3)no2)nc1
[35] CCc1nnc(SCC(=O)Nc2ccc(NC(C)=O)cc2)n1-n1cccc1
[36] CCCc1cc(C(N)=O)c(NC(=O)c2cc(C)on2)s1
[37] COc1ccccc1NC(=O)N1CC[C@@H]2[C@H]1c1cc(-c3ccccc3)ccc1N(C)[C@@H]2CO
[38] Cc1cccc(CN2CCC(N3CC(C)OC(C)C3)CC2)c1 (centres undefined)
[39] CC(=O)c1ccc(OCC(=O)NCCC2=CCCCC2)cc1
[40] C/C(=N/OC(=O)c1ccccc1Br)c1ccc(C)cc1
compound no. | 33 | 34 | 35 | 36 | 37 | 38 | 39 | 40
EWS-Fli block | -1 | 8 | 2 | -3 | -5 | 1 | -9 | -15
ARNT-TACC3 inh | -18 | -19 | -9 | 1 | 22 | 5 | 2 | -1
PAX8 reporter | -1 | -22 | 6 | . | 25 | 2 | -9 | -43
SIRT5 block | . | -6 | 2 | 0 | 1 | -3 | -2 | -3
Casp6 inh | 0 | 3 | -6 | 9 | 0 | -5 | 5 | -3
DENV2 CPE | 1 | 0 | -2 | -2 | 4 | 14 | 11 | -1
LGR2 antag | 8 | 3 | 13 | -3 | 9 | 4 | 12 | -95

As entered above:
For PAX8 reporter, no. 33 has -1
For DENV2 CPE, no. 38 has 14
For ARNT-TACC3 inh, no. 40 has -1
For ARNT-TACC3 inh, no. 39 has 2

The list goes on.
[41] NC(=O)CC(NC(=O)Cc1ccc(Br)cc1)c1ccc(NCc2ccccn2)c([N+](=O)[O-])c1 (centres undefined)
[42] COc1ccc(CCN=C(N)NS(=O)(=O)c2ccc(C)cc2)cc1OC
[43] COc1ccc2c3c([nH]c2c1)[C@H](CO)NCC31CN(S(=O)(=O)c2cccs2)C1
[44] O=C(Nc1cccc(Br)c1)c1ccc(CN2CCc3ccccc3C2)cc1
[45] O=C1C=C(c2ccccc2)C(c2ccccc2)C1 (centres undefined)
[46] CCC(=O)c1ccc(N2CCN(C(=O)c3ccccc3Br)CC2)c(F)c1
[47] O=C1CSC(c2ccccc2)N1c1ccc([N+](=O)[O-])cc1 (centres undefined)
[48] C[C@@H](NC(=O)C[C@H]1C[C@H]2c3cc(NC(=O)c4cccnc4)ccc3O[C@H]2[C@H](CO)O1)c1ccccc1
compound no. | 41 | 42 | 43 | 44 | 45 | 46 | 47 | 48
EWS-Fli block | -16 | 8 | -7 | -17 | -25 | 4 | 5 | 7
ARNT-TACC3 inh | 42 | . | . | 4 | -1 | -2 | -5 | -2
PAX8 reporter | 1 | -1 | . | 20 | 12 | 2 | -9 | 4
SIRT5 block | 2 | 8 | 3 | -32 | 1 | . | -6 | 0
Casp6 inh | 6 | -2 | -1 | 5 | -2 | -6 | -2 | 0
DENV2 CPE | 5 | -6 | 3 | 7 | 11 | . | -5 | 12
LGR2 antag | -3 | -33 | -19 | -17 | -5 | 9 | -6 | 8

[49] Cc1cc(C)nc(SCC(=O)Nc2ncccn2)n1
[50] NC12NC(=O)C3(O)C4C5CC(C6C5C3C61)C42 (centres undefined)
[51] c1ccc(SCCCCN2CCOCC2)cc1
[52] CCc1cccc(NC(=O)CCc2c(C)nn(-c3ccc(N4CCOCC4)nn3)c2C)c1
[53] O=C(N/N=C/c1ccc(Br)s1)c1ccncc1
[54] CCOC(=O)c1c(C)c(C(=O)N2CCN(c3ccccc3)CC2)c(C)n1C
[55] Cn1c(=O)c2c(SCC(=O)N3CCOCC3)nc(-c3ccccc3F)nc2n(C)c1=O
compound no. | 49 | 50 | 51 | 52 | 53 | 54 | 55
EWS-Fli block | 6 | -5 | -25 | -24 | 5 | 10 | .
ARNT-TACC3 inh | . | -4 | -9 | 0 | 13 | 4 | -1
PAX8 reporter | 12 | -22 | -7 | -23 | -2 | 6 | .
SIRT5 block | -3 | -1 | -2 | -3 | -4 | 1 | -5
Casp6 inh | -2 | 2 | -5 | 0 | -4 | -1 | -4
DENV2 CPE | 0 | 0 | 11 | 3 | 3 | 1 | 4
LGR2 antag | -2 | -6 | -6 | -28 | -3 | 7 | 5
